# High-throughput results deposited in PubChem BioAssay by several laboratories.
# VIM-2 inhibitor: inhibitors of Pseudomonas aeruginosa VIM-2 metallo-beta-lactamase; purified VIM-2, nitrocefin hydrolysis, epi-absorbance fluorescence; inhibition, % at 5.6 µM; 290,000 tested, 0.89% active; AID 1527;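 active = inhibition above the mean of all tested compounds plus 3 SD, cutoff set per screening run, cut at about 7.5% in these data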;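 also: red hydrolysis product quenches plate fluorescence so inhibitors raise well fluorescence; 0% = enzyme with DMSO and 100% = DMSO without enzyme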
# MEKK2mut PB1 HTS: signal of MEK5 binding to mutant human MEKK2 PB1 domain. bead flow cytometry, Alexa488-MEK5 binding to MEKK2 mutant. 290,000 tested, 0.35% active. percent response, % at 10 µM; in the data active = percent response above about 24%, passing the limit was not always enough; also: inactives centre near 1; some results filed as inactive read as strong as hits
# PfM18AAP inh: PfM18AAP enzyme inhibition; recombinant PfM18AAP, H-Glu-NHMec fluorogenic cleavage; inhibition, % at 7.35 µM; 290,000 tested, 1.2% active; AID 1822;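 active = inhibition above the campaign mean inhibition over all tested compounds plus 3 SD, cut at about 28% in these data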;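 also: 0% = plate median of test compound wells and 100% = 2 mM ZnCl2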
# NS3 helicase inh: blocks Hepatitis C virus NS3 helicase unwinding; NS3 helicase DNA unwinding, Cy5 molecular beacon fluorescence; inhibition, % at 10.9 µM; 290,000 tested, 0.56% active; AID 1800;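 active = inhibition above the mean of all tested compounds plus 3 SD, set per campaign, cut at about 35% in these data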;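 also: 0% = DMSO wells and 100% = thioflavine S control wells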
#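 test system = hepatitis C virus NS3 helicase domain fragment enzyme | reagent = annealed dual-labelled DNA beacon duplex, ATP-started | times = 1 h at 25 °C | detection = Cy5 fluorescence, 0 and 60 min reads | read-out basis = percent inhibition from t60/t0 fluorescence ratio | control set = DMSO and thioflavine S | replication = one well per compound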
# UBC9 SUMO inh: SUMOylation inhibition | HTRF SUMOylation assay, SAE1/SAE2 + UBC9, in vitro | inhibition, % at 35 µM | 290,000 tested, 0.36% active | AID 2006; in the data active = inhibition above about 50%, passing the limit was not always enough; inconclusive = no clear call, values can overlap the other calls; also: strong numbers were not always called active
# Target sequence (P63279 whole entry, looked up): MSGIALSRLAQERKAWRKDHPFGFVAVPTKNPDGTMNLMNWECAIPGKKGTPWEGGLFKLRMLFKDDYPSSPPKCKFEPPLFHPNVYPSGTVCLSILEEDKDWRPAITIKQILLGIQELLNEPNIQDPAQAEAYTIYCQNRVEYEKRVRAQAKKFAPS
# NALP1 yeast inh: blocks the NALP1 inflammasome reconstituted in yeast; 280,000 tested, 0.61% active; AID 2071; inhibition, % at 10 µM; S. cerevisiae NALP1/ASC/caspase-1 growth, X-gal OD620, 72 h; in the data active = inhibition mostly above about 24%, no sharp cut-off; inactive = mostly below about 32%; also: some compounds called inactive have numbers as strong as hits
# FID counter: fluorescent intercalator displacement, NS3 helicase counter-screen. 290,000 tested, 0.17% active. DNA fluorescent intercalator displacement, fluorescence. inhibition, % at 7.9 µM; in the data active = inhibition above about 37%;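 also: 0% = vehicle and 100% = reference compound; higher means more ethidium bromide displaced from hairpin DNA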
# MEKK2wt PB1 HTS: raises or lowers MEK5 binding to wildtype human MEKK2 PB1 domain | bead flow cytometry, Alexa488-MEK5 binding to MEKK2 WT; actives lie on both sides | binding response (% of control), % at 10 µM | 290,000 tested, 1.1% active | Q9Y2U5; in the data active = binding response below about 67% or above about 130%; inconclusive = no clear call, values can overlap the other calls; inactive = in between
# IMP-1 inh: inhibitors of Pseudomonas aeruginosa IMP-1 metallo-beta-lactamase; purified IMP-1, nitrocefin hydrolysis, epi-absorbance fluorescence; inhibition, % at 5.6 µM; 290,000 tested, 0.45% active; AID 1556;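 active = inhibition above the mean plus 3 SD of all compounds in the same screening run, cut at about 4.5% in these data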;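 also: 0% = IMP-1 with DMSO and 100% = DMSO wells lacking enzyme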
#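 Test system: recombinant IMP-1 enzyme, purified / Medium: HEPES buffer pH 7.1 with ZnSO4 and Brij 35 / Doses: single dose, 5.6 µM / Times: 25 °C, 15 min preincubation, 25 min reaction / Detection: Epi-absorbance via hydrolysed-nitrocefin quenching of white-plate fluorescence, 480/530 nm, EDTA stop / Evaluation: percent inhibition from optical density relative to buffer-blank wells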
# * marks the source's active call; other numbers are inactive results; ? = inconclusive; nt = not tested or not shown.
# Results follow in this order: VIM-2 inhibitor, MEKK2mut PB1 HTS, PfM18AAP inh, NS3 helicase inh, UBC9 SUMO inh, NALP1 yeast inh, FID counter, MEKK2wt PB1 HTS, IMP-1 inh
Cc1ccccc1Cc1c(C)nc2ncnn2c1C
    -1.7, 0, 4, 2, 3, 7, -10, 99, -3.0
Cc1ccc(-n2c(C)nn(CC#N)c2=O)cc1
    -2.3, -4, 1, 1, 9, 9, -1, 97, -0.5
Cc1cc(C)nc(N2CCCC(CCC(=O)NCc3ccc(F)c(F)c3)C2)n1 (centres undefined)
    1.0, 2, -7, 5, 20, 7, -8, 99, 0.2
O=C(Nc1ccc(S(=O)(=O)N2CCOCC2)cc1)c1cccc(Br)c1
    -0.3, 4, 2, -11, 5, 15, -5, 110, -4.2
CN(Cc1ccccc1)c1ccc([N+](=O)[O-])cc1C(=O)O
    -2.3, -6, -11, 7, 5, -9, -3, 96, -1.5
CCC/C(O)=C1\C(=O)CCCC1=NCCCCCC(=O)O
    0.0, 8, -2, -1, -8, 4, -5, 108, -4.0
CCCC1C(C(=O)OCC)=C(C)NC(C)=C1C(=O)OCC
    -2.8, 2, 6, -1, -12, -6, -25, 105, -2.6
CCOCCCNC(=O)C(c1ccc(Cl)cc1)N1CCC2(CC1)OCCO2 (centres undefined)
    -4.2, 3, 5, 4, 4, -1, -26, 112, -2.7
Nc1cccc2nsnc12
    -1.8, 2, 9, 4, 88*, nt, -2, 103, -2.7
O=C(NCC1CCCO1)C(=Cc1cccc([N+](=O)[O-])c1)C(=O)NCC1CCCO1 (centres undefined)
    -0.2, 2, -5, 15, -4, 17, -12, 97, -0.5
Cc1ccc(NS(=O)(=O)c2ccc3c(c2)oc(=O)n3C)cc1C
    -2.1, 4, -9, 1, 2, 13, -8, 107, -4.9
N#CC1=C2SCN(c3ccccc3)CN2C(=O)CC1c1ccccc1Cl (centres undefined)
    -0.3, 6, 21, 18, -8, 2, -19, 98, -1.6
COc1ccc(Cl)cc1NC(=O)CNCC(c1ccccc1)N(C)C (centres undefined)
    -1.5, -3, 5, -7, 4, -8, 9, 111, -4.5
CC(C)OC(=O)c1cc2ccccc2[nH]1
    -0.9, 8, 2, -4, 15, 18, -1, 105, 0.0
O=C(Nc1ccccc1)Nc1cnccn1
    -4.0, 6, -5, 3, 9, 11, -3, 101, -1.6
CCc1cc(C(c2cccc(OC)c2)N2CCOCC2)c(NC(=O)c2ccccc2)s1 (centres undefined)
    -1.4, 3, -3, -4, 9, 17, -10, 99, 0.2
Cc1nnc(NC(=O)CSc2nnc(Cc3cccn3C)n2-c2cccc(C(F)(F)F)c2)s1
    -2.7, 4, 4, 14, -7, nt, -33, 103, -3.7
COC(=O)c1ccc(NC(=O)CCc2c(C)nc3ncnn3c2C)cc1
    -1.4, -2, 2, 2, -13, -1, -13, 103, -1.8
Cc1cnn(CCC(=O)NNC(=S)Nc2cccc(Cl)c2)c1
    -1.0, 4, 8, 3, 5, 2, -5, 100, -4.1
Cc1cccc(Nc2ccc(C(=O)N3CCOCC3)cn2)c1
    -2.4, 8, 0, -2, 17, -4, -9, 100, -2.5
COc1cc(NS(=O)(=O)c2ccc(NC(C)=O)cc2)nc(OC)n1
    0.7, -1, -2, -11, -9, 10, -3, 99, -3.4
N#CCCN1CCn2c1nc1ccccc12
    -3.4, 2, 2, 0, 6, 8, -3, 103, -2.5
C=C(C)CC1Nc2ccccc2NC1CC(=C)C (centres undefined)
    -2.0, 4, -11, -2, 9, 15, -2, 99, -0.1
COc1cc(CN2CCN(C(O)(c3ccccc3)c3ccccc3)CC2)cc(OC)c1OC
    -1.3, 3, 0, -80, 12, 18, 22, 114, 0.0
O=[N+]([O-])c1cc(S(=O)(=O)C(F)(F)F)ccc1Sc1nc2ccccc2s1
    -4.9, 2, -1, -7, 20, 8, -1, 99, -4.6
COc1c(-c2ccc([N+](=O)[O-])cc2[N+](=O)[O-])c(=O)n(C)c(=O)n1C
    -4.3, 1, -1, 20, 19, 15, 4, 100, -5.0
O=C(CSc1ccc2nnc(-c3cccnc3)n2n1)NCc1ccc2c(c1)OCO2
    -1.3, 8, -2, 2, -9, 12, -3, 101, 1.9
CS(=O)(=O)c1nc(-c2ccco2)cc(C(F)(F)F)n1
    1.1, -8, -23, -7, 31, 61*, -1, 96, -4.9
Cc1ccc(-n2c(-c3ccccc3)n[nH]c2=S)cc1
    -1.2, -4, 12, -4, -21, -15, -7, 89, -5.2
CCOc1cc(/C=N/OC(C)=O)ccc1OCc1ccccc1
    -1.7, 0, 1, -20, 2, -8, -24, 98, -2.2

# The final two compounds of the section above are carried over, then new ones follow:
# Results follow in this order: VIM-2 inhibitor, MEKK2mut PB1 HTS, PfM18AAP inh, NS3 helicase inh, UBC9 SUMO inh, NALP1 yeast inh, FID counter, MEKK2wt PB1 HTS, IMP-1 inh
Cc1ccc(-n2c(-c3ccccc3)n[nH]c2=S)cc1
    -1.2, -4, 12, -4, -21, -15, -7, 89, -5.2
CCOc1cc(/C=N/OC(C)=O)ccc1OCc1ccccc1
    -1.7, 0, 1, -20, 2, -8, -24, 98, -2.2
CCC(=O)Nc1ccc2nc(C)n(Cc3ccccc3Cl)c(=O)c2c1
    -2.5, 4, 1, -4, 8, -62, -14, 104, -0.7
CC(NC(=O)CSc1nnc(CC(=O)Nc2ccc(Cl)c(Cl)c2)n1C)c1ccccc1 (centres undefined)
    -2.4, -5, -4, 4, 6, -13, -7, 91, -2.4
CCNc1cc(N2CCN(S(=O)(=O)c3ccc4c(c3)CCCC4)CC2)ccc1[N+](=O)[O-]
    -0.8, 0, -4, -2, -4, -3, 0, 97, -0.3
CCN(CCn1cccn1)C(=O)CC1C(=O)NCCN1Cc1ccc(F)c(F)c1 (centres undefined)
    -2.8, -7, -8, 4, -1, -15, -1, 91, -3.7
CCCn1c(=O)c2ccccc2n2c(SCC(=O)c3ccc(CC)cc3)nnc12
    -2.4, 13, -2, 0, 0, 2, -1, 101, -2.1
CCC(C)(C)NC(=O)Cn1c(=O)oc2cc(S(=O)(=O)N3CC(C)CC(C)C3)ccc21 (centres undefined)
    -2.9, 2, -1, -2, -2, 7, -30, 101, -2.3
CCOc1cccc(=O)c2c(C)n(C)c(C)c12
    0.3, 1, 22, 11, 34, 14, -9, 104, -3.1
COc1ccc(NC(=O)Nc2cc(C)ccc2OC)cc1
    0.7, 0, 0, -4, 0, -8, -7, 105, -2.1
Cc1cccc(C(=O)N2CCN(c3ccc([N+](=O)[O-])c(N4CCOCC4)c3)CC2)c1
    0.8, -1, -7, -3, -21, -4, -34, 98, -0.8
CC(C)C(NC(=O)OCc1ccccc1)C(=O)NC(Cc1ccc(O)cc1)C(=O)O (centres undefined)
    -1.5, 5, -6, -11, 19, 18, -3, 102, -4.4
C=CCNC(=O)/C(=C\C=C\c1ccccc1)NC(=O)c1ccc(OCCCC)cc1
    -3.0, -7, -3, -1, -10, 6, -28, 90, -5.9
CC(C)CNC(=O)CC(c1ccccc1)c1c(O)ccc2ccccc12 (centres undefined)
    -1.8, 0, 3, -12, 2, 3, -20, 94, -3.0
Clc1ccc(CSc2nnc(-c3ccccn3)n2Cc2ccco2)c(Cl)c1
    -3.0, -1, -28, 10, -13, 26, -6, 100, -1.3
Cc1ccc(S(=O)(=O)N(C)c2ccccc2)cc1
    -2.6, 5, 5, -6, 3, 9, -6, 111, -3.5
Cc1ccc(-n2c(SCC(=O)O)nc3c(sc(=S)n3-c3ccc(C)c(C)c3)c2=O)cc1
    -1.4, 2, 3, -15, 5, 7, -11, 104, -1.7
CC(=O)c1cccc(Nc2cc(C)nc3ccccc23)c1
    0.1, -13, 2, 3, 13, nt, 0, 95, -3.1
O=C(COC(=O)c1cc[n+]([O-])cc1)Nc1ccccc1Cl
    -2.6, 2, -5, -2, 1, -4, 2, 102, -2.8
Cc1ccccc1NC(=O)CN1C(=O)COc2ccc(S(=O)(=O)N3CCCC3)cc21
    0.2, 1, -8, 3, 8, 26, -15, 102, -0.8
Cc1ccc(NC(=O)CSCCc2ccccn2)nc1
    2.3, -10, 6, 17, -2, 18, -4, 90, -0.8
COCCNc1nnc(SC(C)C(=O)Nc2c(C)n(C)n(-c3ccccc3)c2=O)s1 (centres undefined)
    -0.6, 2, -6, 2, 9, 9, -4, 101, -3.0
Cc1ccc(C(=O)NC(=S)Nc2ccc(NC(=O)c3cccs3)cc2)cc1[N+](=O)[O-]
    -3.9, 9, -4, 7, 41, 25, 6, 97, -2.6
Cn1c(=O)cc(OCC(=O)N2CCN(c3ccccc3F)CC2)c2ccccc21
    -3.3, 4, -5, 18, 13, -1, -13, 104, -2.9
CN1C(=O)/C(=C\c2ccncc2)SC1=Nc1ccccc1
    -1.3, -3, 4, -9, -10, 19, -1, 97, -0.7
CN(C)c1ccc(-c2nc3cc(N)ccc3o2)cc1
    -1.4, 10, 8, -13, ?, 4, -14, 104, -2.0
O=C(NCc1ccccn1)c1ccc(S(=O)(=O)Nc2ccccc2F)cc1
    -5.2, 7, 0, 9, 14, 10, -10, 105, -3.2
COC(=O)c1ccc(C2/C(=C(/O)c3ccc(OC(C)C)cc3)C(=O)C(=O)N2c2cc(C)on2)cc1 (centres undefined)
    1.7, 3, -4, 21, -1, -5, -38, 102, -1.9
CSc1ncccc1C(=O)OCc1c(F)cccc1Cl
    -1.2, -1, 2, -7, 0, 19, -20, 101, -1.7
COc1ccc(N(CC(=O)Nc2ccc(OC)c(OC)c2)S(=O)(=O)c2ccccc2)cc1Cl
    -1.3, 10, -3, -20, 6, 11, -27, 104, -2.2
COc1ccc(C2/C(=C(/O)c3ccc4c(c3)CC(C)O4)C(=O)C(=O)N2CCN2CCOCC2)cc1 (centres undefined)
    -1.9, -2, 9, 10, 8, 13, -37, 102, -1.6
COc1ccc2cc(C(=O)NCc3ccco3)c(=Nc3ccc(C(=O)O)cc3)oc2c1
    -1.9, 1, -10, -8, 6, 28, -3, 104, -2.6
CC1CC(C)CN(C(=O)c2cn(C)c3ccc(S(=O)(=O)N(C)C)cc3c2=O)C1 (centres undefined)
    -0.6, -1, -12, -4, 1, 0, -13, 100, -2.9
Brc1ccc(Cn2c(-c3cncs3)nc3ccccc32)cc1
    -1.3, 2, 1, -8, -15, 8, -12, 103, -8.0
COc1ccc(OCC2CCCN(Cc3nc(CC4CC4)no3)C2)cc1 (centres undefined)
    -4.1, -7, 5, -4, -12, 5, -21, 93, -3.0
CSc1nnc(-c2ccc(C(F)(F)F)cn2)o1
    -0.3, -15, -8, -1, 20, 8, -7, 92, -1.4
Cc1cc2c(c(=O)o1)C(c1ccc([N+](=O)[O-])o1)C(C#N)=C(N)O2 (centres undefined)
    -1.1, 4, 20, 18, 34, 21, -6, 99, -3.7
CC(C)(C)C(=O)NC1(C(F)(F)F)NC(=O)N(c2ccc(F)cc2)C1=O (centres undefined)
    -1.9, 1, -3, 9, 2, 13, -1, 99, -2.4
Cn1cc(C(=O)N2CCCCCC2)c(=O)c2cc(S(=O)(=O)N3CCCCC3)ccc21
    -1.2, 1, 2, 7, -8, 8, -30, 100, -2.1
CC1CCN(S(=O)(=O)c2ccc3c(c2)N(CC(=O)N(C)Cc2ccco2)C(=O)CO3)CC1
    -3.6, 5, -3, 6, nt, 3, -49, 99, -3.4

# An unsorted share of the library; overall some 4.7% were active at least once.
